Screens deposited in PubChem by National Center for Advancing Translational Sciences (NCATS).
RXFP1 antagonist – RXFP1 (human) relaxin receptor antagonism | Q9HBX9 | HEK293-RXFP1, relaxin-stimulated cAMP HTRF, 30 min; stronger effect = lower value | activity change, negative = inhibition, % at 57.5 µM | hit rate 0.59% among 350,000;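 active means activity change of -60% or lower, but not beyond a set lower limit; inconclusive means change between -60% and -40%, or beyond the set limit; inactive means change above -40%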; further: on the % scale 0 is the no-effect control and ±100 the full control effect
Pol iota inh – inhibitors of human DNA polymerase iota; AID 588590; Pol iota fluorescent replication assay, 10 min; hit rate 1% among 390,000; Potency, µM (highest dose often 115 µM), for inactives: top-dose activity, negative = inhibition, actives largely listed as inhibitors; Q9UNA4; further: potency means the concentration at half of the fitted maximal effect
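Pol iota at 10 nM preincubated 15 min with compounds at room temperature; reaction started with fluorescent substrate, 50 nM final. Fluorescence read kinetically at 0 and 10 min; buffer-only wells as negative control.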
Pol kappa inh – DNA polymerase kappa (human) inhibition; Q9UBT6; purified Pol kappa, fluorescent DNA synthesis assay, 10 min; Potency, µM (top dose mostly 107 µM), inactives show top-dose activity, negative = inhibition, actives largely listed as inhibitors; hit rate 0.53% among 400,000; further: potency means the concentration at half of the fitted maximal effect; on the % scale 0 is the no-effect control and ±100 the full control effect
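Inhibition of 10 nM Pol kappa is measured by a fluorescent read-out at 0 and 10 min following addition of 50 nM substrate (final), with a 15-min room-temperature compound preincubation.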
APE1 inh – blocks human APE1 abasic DNA cleavage. hit rate 0.35% among 350,000. recombinant APE1, TAMRA/BHQ-2 abasic DNA cleavage fluorescence. Potency, µM (series often up to 65.8 µM), for the others: at the top dose activity change, negative = inhibition, usual class: inhibitors;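 further: potency means the concentration at half of the fitted maximal effect; plate controls were vehicle for no effect and reference inhibitor for full effect; nearly all actives have a fitted effect of over 55% in size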
Target sequence (P27695 whole entry, looked up): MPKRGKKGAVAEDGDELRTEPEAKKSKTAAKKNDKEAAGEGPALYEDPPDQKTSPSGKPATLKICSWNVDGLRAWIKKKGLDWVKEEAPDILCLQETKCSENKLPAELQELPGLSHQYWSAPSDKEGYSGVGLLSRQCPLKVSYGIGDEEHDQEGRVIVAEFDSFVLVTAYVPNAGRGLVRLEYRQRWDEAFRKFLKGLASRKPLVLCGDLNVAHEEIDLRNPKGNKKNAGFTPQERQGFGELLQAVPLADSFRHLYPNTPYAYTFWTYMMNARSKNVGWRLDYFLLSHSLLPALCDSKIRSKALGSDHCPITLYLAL
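Substrate: short duplex with […] THF abasic site, 5'-TAMRA and 3'-BHQ-2, 50 nM final. APE1 at 0.75 nM, preincubated 15 min RT with compound. Fluorescence increase from first to third read measured activity.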
BLM helicase inh – Bloom syndrome helicase (human) inhibition; recombinant BLM DNA unwinding, fluorescence dequenching; Potency, µM (highest dose often 56.1 µM), without a hit: top-dose activity change, negative = inhibition, hits mostly inhibitors; hit rate 0.2% among 350,000; AID 2528;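 further: potency means the concentration at half of the fitted maximal effect; plate controls were vehicle for no effect and no enzyme for full effect; nearly all actives have a fitted effect of over 35% in size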
Pol beta inh – inhibitors of human DNA polymerase beta; Pol beta primer extension/strand displacement, fluorescence kinetic; Potency, µM (series often up to 114 µM), for the others: at the highest dose activity change, negative = inhibition, actives largely listed as inhibitors; hit rate 1.3% among 340,000; AID 485314; further: potency means the concentration at half of the fitted maximal effect; on the % scale 0 is the no-effect control and ±100 the full control effect
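Pol beta (10 nM) and compounds were preincubated 15 min at room temperature, then 50 nM substrate (final) started primer extension/strand displacement. Reads were taken at 0 and 10 min; concentration-response data were fitted to a four-parameter Hill equation.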
Anesthetic bind – binds horse apoferritin like a general anesthetic; apoferritin/1-aminoanthracene competitive binding, fluorescence; Potency, µM (titrated, usually from 77.5 µM), without a hit: top-dose activity change, negative = displacement, actives largely listed as inhibitors; hit rate 0.074% among 350,000; P02791; further: potency means the concentration at half of the fitted maximal effect; on the % scale 0 is the no-effect control and ±100 the full control effect; nearly all actives have a fitted effect of over 20% in size
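Horse-spleen apoferritin (10 uM) was mixed with 50% saturated 1-aminoanthracene in PBS, exposed to compounds for 10 min at room temperature, and read for fluorescence (ex 380 nm, em 535 nm). Competitive displacement was fitted with a four-parameter Hill equation.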
POLH inh – DNA polymerase eta (human) inhibition; Q9Y253; recombinant Pol eta, fluorescent DNA replication assay; AID 588591; Potency, µM (titrated, usually from 114 µM), for inactives: at the top dose activity change, negative = inhibition, usual class: inhibitors; hit rate 1.2% among 390,000; further: potency means the concentration at half of the fitted maximal effect; on the % scale 0 is the no-effect control and ±100 the full control effect
Target sequence (Q9Y253 whole entry, looked up): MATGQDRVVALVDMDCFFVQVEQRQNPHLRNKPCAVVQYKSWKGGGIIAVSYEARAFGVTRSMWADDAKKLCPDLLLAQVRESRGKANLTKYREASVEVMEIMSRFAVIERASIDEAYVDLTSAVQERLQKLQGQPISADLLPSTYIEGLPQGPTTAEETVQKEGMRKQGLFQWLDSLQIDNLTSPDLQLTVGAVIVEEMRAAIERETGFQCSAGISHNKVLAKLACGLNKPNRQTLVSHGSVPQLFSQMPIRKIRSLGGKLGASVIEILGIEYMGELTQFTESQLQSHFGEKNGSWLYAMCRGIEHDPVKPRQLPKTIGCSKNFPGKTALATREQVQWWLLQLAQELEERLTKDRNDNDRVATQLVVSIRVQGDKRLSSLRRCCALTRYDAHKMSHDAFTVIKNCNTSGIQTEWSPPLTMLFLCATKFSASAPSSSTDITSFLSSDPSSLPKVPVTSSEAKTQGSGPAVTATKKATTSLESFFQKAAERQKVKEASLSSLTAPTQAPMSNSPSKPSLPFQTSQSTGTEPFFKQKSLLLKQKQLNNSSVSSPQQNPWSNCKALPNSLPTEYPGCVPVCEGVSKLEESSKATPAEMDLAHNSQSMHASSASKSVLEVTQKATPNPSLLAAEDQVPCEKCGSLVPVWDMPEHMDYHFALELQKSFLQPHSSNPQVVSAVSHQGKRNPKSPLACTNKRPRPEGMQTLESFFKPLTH
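Fluorescent replication assay: 50 nM final substrate added after a 15 min room-temperature compound preincubation with 10 nM enzyme. Signal taken at 0 min and again at 10 min.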
PGK inhibitor – inhibitors of T. brucei phosphoglycerate kinase; hit rate 0.043% among 380,000; PGK/GAPDH coupled, Kinase-Glo luminescence, 60 min; AID 602233; Potency, µM (top dose mostly 57.5 µM), without a hit: at the highest dose activity change, negative = inhibition, usual class: inhibitors; P07378; further: potency means the concentration at half of the fitted maximal effect; on the % scale 0 is the no-effect control and ±100 the full control effect; nearly all actives have a fitted effect of over 60% in size
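Recombinant glycosomal PGK reaction used 1,3-bisphosphoglycerate generated in-well by GAPDH (100nM final) in 100mM TEA pH 7.6, 5mM MgCl2, 0.01% Tween-20. After 60 minutes at room temperature, ATP was read by Kinase-Glo Plus luminescence end-point.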
* marks the source's active call; other numbers are inactive results; i = inactive; ? = inconclusive; nt = no result given; [ ] = remark or other dose. Unless noted, the call rests on the fitted dose curve; in most records, active means well fitted curve in the direction sought with a large enough effect; inconclusive means small, poorly fitted or top-dose-only effect, or another doubt; inactive means no such curve, though single readings can be large; an effect the other way counts as inactive or inconclusive.

Compound	RXFP1 antagonist	Pol iota inh	Pol kappa inh	APE1 inh	BLM helicase inh	Pol beta inh	Anesthetic bind	POLH inh	PGK inhibitor
O=C(OCc1ccccc1)C1CCCN1C(=O)c1ccccc1[N+](=O)[O-] (stereo not given)	8.8	17.5%	-10.2%	2.8%	6.5%	3.0%	-14.0%	-15.2%	-2.9%
CCOC(=O)C1=C(C)N=C2SC(CC)C(=O)N2C1c1cccc(F)c1 (stereo not given)	-15.8	4.0%	-9.7%	6.8%	1.1%	-14.1%	?	-20.3%	5.6%
O=C(O)c1ccc(Nc2nc3ccccc3nc2NS(=O)(=O)c2cccs2)cc1	16.3	?	?	16.2%	2.7%	14.5%	3.9%	10.1%	-8.9%
COc1cc(C(O)P(=O)(OCC(C)C)OCC(C)C)cc(OC)c1OC (stereo not given)	11.2	-1.8%	-11.2%	2.5%	-1.6%	-1.6%	-16.8%	-11.5%	-1.2%
O=C(/C=C/c1ccccc1)N1c2ccccc2Sc2ccc(C(F)(F)F)cc21	-3.5	-1.3%	-11.7%	-1.2%	-9.2%	-18.3%	2.6%	?	i
Cc1cc(C)cc(OCC(=O)Nc2ccc3c(c2)OCCO3)c1	3.2	-9.3%	-15.2%	4.5%	5.1%	2.7%	-17.1%	-5.7%	-3.6%
COC(=O)c1ccccc1NC(=O)C/C(C)=N/NC(=O)CC#N	11.9	86.4%[activator]	-8.6%	10.7%	6.7%	-2.6%	-7.4%	8.3%	6.9%
Cc1ccc(-c2nnc(COc3cccc(-n4cnnn4)c3)o2)cc1	-13.0	5.8%	8.5%	-4.5%	0.8%	-8.5%	?	2.3%	4.2%
CC(=O)Nc1cccc(OCCCNC(=O)c2ccc(F)cc2)c1	5.8	44.0%	-2.5%	7.5%	0.0%	3.1%	3.7%	-4.9%	-2.2%
O=C(Cn1ccc(=O)[nH]c1=O)NCCO	-5.7	38.1%[activator]	-0.5%	1.4%	-1.4%	2.3%	-1.7%	-15.8%	i

As a short view, part of the list above.
Compound	RXFP1 antagonist	Pol iota inh	Pol kappa inh	APE1 inh	BLM helicase inh	Pol beta inh	Anesthetic bind	POLH inh	PGK inhibitor
O=C(OCc1ccccc1)C1CCCN1C(=O)c1ccccc1[N+](=O)[O-] (stereo not given)	8.8	17.5%	-10.2%	2.8%	6.5%	3.0%	-14.0%	-15.2%	-2.9%
CCOC(=O)C1=C(C)N=C2SC(CC)C(=O)N2C1c1cccc(F)c1 (stereo not given)	-15.8	4.0%	-9.7%	6.8%	1.1%	-14.1%	?	-20.3%	5.6%

The list goes on:
Compound	RXFP1 antagonist	Pol iota inh	Pol kappa inh	APE1 inh	BLM helicase inh	Pol beta inh	Anesthetic bind	POLH inh	PGK inhibitor
COc1cc(C2=NOC(C(=O)Nc3cccnc3)C2)cc(OC)c1OC (stereo not given)	-18.9	114.2%[activator]	0.2%	5.3%	-2.0%	4.6%	-7.5%	-15.6%	i
CC(=O)c1c(C)[nH]c(C(=O)Nc2cccc(S(=O)(=O)N3CCCCC3)c2)c1C	5.7	3.1%	-8.4%	11.6%	nt	nt	nt	-16.7%	-4.8%
O=C(Nc1ccc(Cl)cc1C(=O)N1CCOCC1)c1cccc([N+](=O)[O-])c1	nt	nt	nt	0.4%	1.3%	15.6%	-8.6%	nt	nt
CCOc1ccc(-c2nnc(NC(=O)C3CCCC3)o2)cc1	-24.1	93.8%[activator]	-3.4%	39.1%	-0.8%	89.8%	-8.9%	-11.7%	-11.2%
COC(=O)c1cccc(NC(=O)CN2CCOCC2)c1	-14.3	3.7%	2.5%	0.3%	1.3%	0.1%	-9.2%	3.7%	nt
CC(C)NC(=O)CC(=O)Nc1ccc2nc3n(c(=O)c2c1)CCCCC3	nt	-13.2%	-10.4%	nt	0.5%	9.5%	-1.6%	-0.6%	4.5%
COc1ccccc1Nc1nc(N)nc(CSC(=S)N2CCOCC2)n1	-22.9	157.8%[activator]	0.1%	-2.0%	-4.1%	0.2%	3.2%	-14.8%	i
C[C@H]1CN([C@@H](C)CO)C(=O)c2cccc(NC(=O)Nc3ccc(C(F)(F)F)cc3)c2O[C@@H]1CN(C)Cc1ccc(Cl)c(Cl)c1	nt	11.1%	-5.2%	-7.9%	nt	nt	nt	-28.3%	-6.1%
CN1CCN(c2nc(-c3ccccc3)cc(C(F)(F)F)n2)CC1	-5.7	18.9%	-8.2%	-2.0%	1.4%	3.3%	-19.5%	-1.8%	-1.3%
CCOC(=O)Nc1ccc2c(c1)ncn2C1CCCCC1	-1.2	-25.1%	-6.9%	4.9%	-0.6%	1.7%	-9.0%	0.9%	-11.3%
NS(=O)(=O)c1ccc(CCNS(=O)(=O)c2ccc(Cl)nc2)cc1	-3.9	5.1%	2.1%	4.3%	-6.7%	-0.2%	2.4%	-15.3%	2.7%
COc1cc(CO)ccc1Oc1nc2ccccc2n2cnnc12	4.6	29.5%	-22.6%	-1.6%	-4.1%	-0.1%	-0.2%	-7.8%	-7.4%
O=C(O)CCCCCN1C(=O)/C(=C\c2ccc(-c3ccc(Cl)cc3)o2)SC1=S	-7.9	35.5µM*	79.4µM*	0.6%	-3.4%	?	-10.4%	?	-2.1%
O=C(OCCN1C(=O)c2ccccc2C1=O)C1CC(O)CN1S(=O)(=O)c1ccc(Cl)cc1 (stereo not given)	-0.8	21.3%	0.6%	21.1%	nt	nt	nt	-17.5%	1.0%
OC(COCC1COc2ccccc2O1)CN1CCc2ccccc2C1 (stereo not given)	3.0	?	-2.8%	0.6%	4.5%	-2.1%	-17.8%	-17.9%	-4.5%
CCN1CCC(O)(/C=C/c2ccc(C)cc2)C(C(=O)/C=C/c2ccc(C)cc2)C1 (stereo not given)	-75.3*	-13.5%	-14.0%	nt	nt	nt	nt	?	0.3%
COc1cccc(C(=O)OC2CCCN(C)C2)c1 (stereo not given)	-11.7	10.1%	3.0%	3.2%	-13.3%	1.3%	-15.7%	0.3%	i
CC1CCN(C(=S)NC(=O)c2ccc(F)cc2)CC1	5.0	-0.7%	-5.2%	-13.0%	nt	nt	nt	-3.7%	-2.5%
O=C(NCCc1ccccc1)c1nc2ncccn2n1	-1.2	24.0%	-8.4%	10.8%	0.5%	13.5%	0.5%	-4.6%	-4.4%
COc1ccc(C2=NOC(C)(c3nnc(Cc4ccccc4)o3)C2)cc1 (stereo not given)	nt	-9.6%	-1.0%	nt	nt	nt	nt	-10.6%	1.3%
CC1CCc2c(sc3ncnc(NS(=O)(=O)c4cccs4)c23)C1 (stereo not given)	-13.1	6.0%	-3.1%	-4.2%	-6.1%	26.6%	-4.6%	-17.2%	i
COCCSc1nnc(NC(=O)C2CC(=O)N(c3ccc(OC)cc3)C2)s1 (stereo not given)	-10.7	53.8%[activator]	-2.3%	-0.8%	-1.3%	1.5%	-15.4%	-19.7%	-2.2%
Cc1cc(/C=C(\C#N)C(=O)Nc2ccccc2F)c(C)[nH]1	-5.1	182.3%[activator]	0.1%	3.4%	-1.9%	8.4%	10.5%	-10.3%	-10.4%
O=C(NC(=O)c1ccc(Cl)c(Cl)c1)OC1CCS(=O)(=O)C1 (stereo not given)	25.2	13.1%	-14.1%	-1.2%	-0.8%	89.1µM*	3.8%	-2.7%	-4.4%
Cc1ccc(-c2nn[nH]n2)cc1Cl	0.4	-13.2%[58.9 µM]	-5.7%	?	0.9%	12.7%	-0.8%	-12.0%	i
CCCc1nc(SCC(=O)N2CCOCC2)c2c(C)c(C)sc2n1	?	5.4%	-5.2%	0.7%	-0.1%	18.0%	-10.8%	3.2%	8.3%
COc1ccccc1C1CC(c2ccc(C)cc2)Nc2ncnn21 (stereo not given)	-3.3	21.6%	-8.5%	0.9%	-1.8%	-1.0%	1.6%	-20.1%	-0.1%
Cc1ccc(S(=O)(=O)N(CC(=O)NCc2ccccc2Cl)C(=O)N2CCN(C)CC2)cc1	-12.7	-4.6%	-0.8%	12.7%	nt	nt	nt	-10.8%	i
O=C(/C=C/c1ccc(O)c(O)c1)c1ccc(S(=O)(=O)N2CCCCCC2)cc1	-22.2	?	-36.3%	?	-24.2%	?	?	7.94µM*	-0.5%
O=C(NNc1c(Cl)cccc1Cl)c1sccc1Cl	10.9	93.4%[activator]	2.8%	-2.1%	-5.3%	4.3%	?	-14.7%	-2.8%
COC(=O)/C(C#N)=C1/C=Cc2ccccc2N1	-9.1	22.4%	8.3%	12.8%	-10.7%	29.0%	-6.3%	-19.2%	i
Cc1ccc(C)c(N2CCN(CCCNC(=O)Cn3c(-c4cccs4)cc4ccccc43)CC2)c1	-38.6	22.5%	-12.3%	nt	-7.2%	-9.2%	-18.6%	-14.8%	2.1%
CN(Cc1ccccc1)S(=O)(=O)CCNC(=O)c1ccc2c(c1)OCO2	-10.1	12.2%	2.5%	31.3%	nt	nt	nt	-14.3%	-7.5%
Cc1ccc(NC(=O)C2CCCN(S(=O)(=O)c3c(C)noc3/C=C/N(C)C)C2)cc1F (stereo not given)	29.3	-19.3%[58.9 µM]	-12.2%	-10.6%	-14.5%	?	-2.6%	0.1%	-1.2%
Cc1ccc(S(=O)(=O)NCc2nnc(SCC(=O)Nc3cccc(C)c3C)n2C)cc1	-11.9	-6.2%	2.3%	4.0%	-7.5%	10.3%	-10.0%	-3.7%	-2.7%
O=C(Cn1c(=O)n(-c2ccc(F)cc2)c(=O)c2sccc21)Nc1cccc(C(F)(F)F)c1	-18.4	2.9%	-11.9%	nt	-11.3%	18.8%	2.5%	-17.4%	-4.5%
Cn1c(/C(C#N)=C(\O)c2ccc(Br)s2)nc2ccccc21	-0.5	-12.3%	-5.5%	41.1%	-6.3%	25.4%	-6.3%	0.8%	1.7%
CCN(CC)C(=O)c1sc2c(c1C)c(=O)n(Cc1ccccc1)c(=O)n2Cc1cc(C)ccc1C	1.1	15.1%	-4.4%[60.1 µM]	nt	-8.9%	15.4%	36.8%[activator]	-15.2%	0.1%

A portion of the library, so the mix of outcomes need not match the whole.
